HCV inhibitor: blocks hepatitis C virus; Huh7.5.1 HCVcc-Cre infection, luciferase reporter, 44 h; Potency, µM (doses to about 41.8 µM), inactives show top-dose activity change, negative = inhibition, most hits filed as inhibitors; 340,000 tested, 3.4% active; AID 651820
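Whole-lifecycle infectious HCVcc-Cre system; cells 1,000/well, compound then virus (~0.5 moi) added 4 h after plating, 44 h culture. Luciferase read 15 sec following 15 min substrate incubation, room temp.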
Pf growth 48h: inhibits P. falciparum growth in the first generation, 48 h. P. falciparum luciferase growth in erythrocytes, 48 h. Potency, µM (highest dose often 28.7 µM), for inactives: at the top dose activity change, negative = inhibition, actives largely listed as inhibitors. 310,000 tested, 5.9% active
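Parasite viability was followed by luminescence of a genomically integrated firefly luciferase. Cultures held 0.1% parasitemia at 2% hematocrit (final), incubated under 5% CO2 at 37 C.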
TbPYK inhibitor: blocks Trypanosoma brucei pyruvate kinase | Q57TT1 | TbPYK enzyme, Kinase-Glo Plus ATP luminescence, 45 min | Potency, µM (doses to about 76.8 µM), for inactives: top-dose activity, negative = inhibition, hits mostly inhibitors | 410,000 tested, 0.12% active | AID 624173; note: nearly all actives have a fitted effect of over 50% in size
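Assay buffer: 50 mM TEA pH 7.2, 100 mM KCl, 10 mM MgCl2, 0.05% BSA, 0.01% Tween-20. Pyruvate kinase from T. brucei plus substrate met compound, then ADP (130 uM final). Luminescence was read post 45 min RT.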
Pf growth 96h: P. falciparum growth inhibition at 96 hours | P. falciparum luciferase reporter growth, 96 h | Potency, µM (titrated, usually from 28.7 µM), without a hit: at the top dose activity change, negative = inhibition, hits mostly inhibitors | 320,000 tested, 6.9% active | AID 504834
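Two parasite generations (96 h, 37 C, 5% CO2) of compound exposure in infected erythrocytes (0.05% parasitemia, 2% hematocrit). Luciferase-reporter P. falciparum; decreased luminescence indicates inhibited growth, aimed at apicoplast-acting delayed death.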
LmPK inh: inhibitors of Leishmania mexicana pyruvate kinase | Q27686 | purified LmPK, Kinase-Glo ATP luminescence, 1 h | Potency, µM (top dose mostly 57.5 µM), for the others: at the top dose activity change, negative = inhibition, actives largely listed as inhibitors | 290,000 tested, 0.37% active | AID 1721
Target sequence (Q27686 whole entry, looked up): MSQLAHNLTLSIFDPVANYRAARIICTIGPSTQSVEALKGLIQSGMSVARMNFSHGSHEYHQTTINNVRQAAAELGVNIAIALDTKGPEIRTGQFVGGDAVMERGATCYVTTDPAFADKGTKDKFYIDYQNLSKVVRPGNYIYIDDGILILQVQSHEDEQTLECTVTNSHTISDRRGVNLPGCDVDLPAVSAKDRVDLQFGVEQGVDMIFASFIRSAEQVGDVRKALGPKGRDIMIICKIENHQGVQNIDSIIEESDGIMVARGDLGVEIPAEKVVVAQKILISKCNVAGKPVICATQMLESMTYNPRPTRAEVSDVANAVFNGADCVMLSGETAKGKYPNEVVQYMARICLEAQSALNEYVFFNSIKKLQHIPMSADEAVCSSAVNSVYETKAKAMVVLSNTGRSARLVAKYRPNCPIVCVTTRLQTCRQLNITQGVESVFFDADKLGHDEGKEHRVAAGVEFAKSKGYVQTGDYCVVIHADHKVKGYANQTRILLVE
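Pyruvate kinase activity monitored as ATP production (luciferase luminescence). Conditions: 0.1 nM enzyme, 0.5 mM PEP, 0.1 mM ADP, 1 h, RT; normalized against uninhibited and no-enzyme wells.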
Sm TGR block: inhibitors of Schistosoma mansoni thioredoxin glutathione reductase; Potency, µM (top dose mostly 114 µM), without a hit: at the top dose activity change, negative = inhibition, most hits filed as inhibitors; Q962Y6; 360,000 tested, 3% active; purified TGR, DTNB reduction, TNB absorbance 405 nm; note: nearly all actives have a fitted effect of over 60% in size
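TGR 20 nM + NADPH 100 uM (dispensed conc.), cpd preinc 15 min RT; start with NADPH (500 uM addition) then DTNB (15 mM addition). Kinetic TNB absorbance, 405 nm filter. Four-parameter Hill fit across titration.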
* marks the source's active call; other numbers are inactive results; i = inactive; ? = inconclusive; . = no result given; [ ] = dose if it differs, or a comment. Calls come from the whole dose curve; as a rule, active = well fitted curve in the direction sought with a large enough effect; inconclusive = small, poorly fitted or top-dose-only effect, or another doubt; inactive = no such curve, though single readings can be large; an effect the other way counts as inactive or inconclusive. % is set by controls: 0 for no effect and ±100 for the full control effect; potency is the fitted concentration of half-maximal effect.

(1) CS(=O)(=O)N(CC(=O)N/N=C/c1cccs1)c1cccc(Cl)c1Cl
(2) O=C(NCC1CCCO1)c1cccc(NC(=O)c2cccs2)c1 (centres undefined)
(3) O=C(CCC(=O)Nc1ccc(F)cc1)N/N=C/c1cccs1
(4) CCN(c1ccccc1)S(=O)(=O)c1ccc(Cl)c(NC(=O)CSc2ncn[nH]2)c1
(5) CN(CCCNC(=O)C1CCN(S(=O)(=O)N2CCC3(CC2)OCCO3)CC1)Cc1ccccc1
(6) CC(C)(C)n1nc2c(c1NC(=O)COc1ccccc1F)CS(=O)(=O)C2

Screen / compound no.	1	2	3	4	5	6
HCV inhibitor	2%	-28%	15%	?	-1%	29%
Pf growth 48h	12%	-29%	6%	-22%	.	15%
TbPYK inhibitor	-4%	-5%	-7%	-14%	-4%	2%
Pf growth 96h	-19%	0%	?	-23%	-22%	25%
LmPK inh	3%	-1%	-4%	2%	0%	-3%
Sm TGR block	-9%	.	-4%	7%	16%	-2%

(7) Cc1cc(O)c(/C=N/Nc2ccc(Cl)cc2)c(=O)o1
(8) N#Cc1ccc(C(=O)Nc2ccc3ccccc3c2)cc1
(9) CC1CCCC(N2CCN(C(=O)c3ccc([N+](=O)[O-])cc3)CC2)C1 (centres undefined)
(10) NS(=O)(=O)c1ccc(NC(=O)CCC(=O)O)cc1
(11) COc1ccc(-c2cc(C(=O)n3cnc4ccccc43)c3ccccc3n2)cc1
(12) Cc1ccc2nc(Br)c3c(c2c1)OC(CBr)C3 (centres undefined)

Screen / compound no.	7	8	9	10	11	12
HCV inhibitor	17%	-22%	11%	.	-22%	-27%
Pf growth 48h	-8%	216%[activator]	-15%	-5%	.	0%
TbPYK inhibitor	-8%	-2%	-4%	4%	-13%	-4%
Pf growth 96h	0%	171%[activator]	?	-17%	-16%	?
LmPK inh	-12%	6%	-6%	.	3%	7%
Sm TGR block	-29%	-2%	?	.	-1%	4%

(13) COc1cccc(CCN2CCC(CNS(=O)(=O)c3cc(-c4cc(C)no4)ccc3C)CC2)c1
(14) CN(C)CCNC(=O)COc1ccc(Cl)cc1Cl
(15) CCN(CC(=O)Nc1ccc(NC(C)=O)cc1)C(=O)c1ccccc1SCC(=O)N1CCCC1
(16) COc1ccc(NC(=O)CSc2nnc3ccc(-c4ccccn4)nn23)cc1
(17) Cc1ccc(-n2ncc3c(NCCCN4CCOCC4)ncnc32)c(C)c1
(18) C=CCN(C(=O)Cn1ncc2c1-c1cc(C)ccc1OC2)c1ccccc1

Screen / compound no.	13	14	15	16	17	18
HCV inhibitor	13µM*	-15%	-11%	-8%	-12%	0%
Pf growth 48h	?	-14%	-4%	-28%	.	?
TbPYK inhibitor	0%	-7%	2%	4%	-3%	-11%
Pf growth 96h	?	4%	9%	?	-19%	9.3µM*
LmPK inh	-3%	-3%	.	.	5%	1%
Sm TGR block	-4%	4%	-21%	6%	-2%	2%

(19) O=C(O)COc1ccccc1-c1nc(-c2ccccc2)c(-c2ccccc2)[nH]1
(20) CC12CNCC(C)(CN(C3(O)C(=O)Nc4ccc(Br)cc43)C1)C2=O (centres undefined)
(21) Oc1ccc(/C=N/NP(=S)(c2ccccc2)c2ccccc2)c(O)c1O
(22) COc1ccc(NC(=O)CC2S/C(=N\c3nccs3)N(C)C2=O)cc1 (centres undefined)
(23) CN(CCCN1CCCCC1)C(=O)c1cc(COc2ccc(F)cc2F)on1
(24) CCOP(=S)(OCC)Oc1cc(C)oc(=O)c1

Screen / compound no.	19	20	21	22	23	24
HCV inhibitor	-3%	22%	0%	-2%	.	-1%
Pf growth 48h	0%	-19%	.	17%	?	129%[activator]
TbPYK inhibitor	-2%	-5%	.	-4%	8%	-22%
Pf growth 96h	315%[activator]	75%	-3%	i	-14%	-26%
LmPK inh	1%	1%	17%	0%	-2%	9%
Sm TGR block	-8%	5%[57.1 µM]	0%	-2%	-9%	-11%

(25) O=C(c1ccc(Cl)c([N+](=O)[O-])c1)N(c1ccccn1)c1ccccn1
(26) COCCNC(=O)C(=O)NCCN1CCNCC1
(27) COc1cc(C(C)=O)ccc1OCC(=O)Nc1ccccc1N1CCCCC1
(28) CC1CC(C)CN(C(=O)C2CCN(S(=O)(=O)c3cccs3)CC2)C1 (centres undefined)
(29) CCOc1ccc(S(=O)(=O)Nc2cc(SCC(=O)O)c(O)c3ccccc23)cc1
(30) CCCOC(=O)c1ccc(NC(=O)c2cccc(S(=O)(=O)N3CCN(C(C)=O)CC3)c2)cc1

Screen / compound no.	25	26	27	28	29	30
HCV inhibitor	7%	-1%	?	?	10µM*	?
Pf growth 48h	-18%	20%	13µM*	-5%	10µM*	?
TbPYK inhibitor	-5%	3%	1%	-1%	?	1%
Pf growth 96h	-3%	1%	?	-13%	1.9µM*	?
LmPK inh	0%	7%	.	-3%	20µM*	7%
Sm TGR block	-3%	-22%	9%	-7%	7.1µM*	-6%

(31) Cc1ccc(C)c(Oc2ncnc(N)c2[N+](=O)[O-])c1
(32) COc1ccccc1-n1c(CNC(=O)c2ccc(S(=O)(=O)N3CCCCC3)cc2)n[nH]c1=S
(33) O=C(CSc1nnc(CNC(=O)c2cccs2)o1)Nc1cccc(Cl)c1
(34) CCOC(=O)c1[nH]c2ccc(F)cc2c1NC(=O)CN1CCN(C/C=C/c2ccccc2)CC1
(35) Cc1c(CC(=O)NCCC(=O)O)c(=O)oc2cc3occ(-c4ccccc4)c3cc12
(36) CCN(CC(=O)Nc1ccc2c(c1)OCCO2)C(=O)C1CCCCC1

Screen / compound no.	31	32	33	34	35	36
HCV inhibitor	-13%	17%	14%	10µM*	17%	12%
Pf growth 48h	-6%	-3%	17%	9.3µM*	-1%	32%[activator]
TbPYK inhibitor	-1%	?	-2%	6%	7%	1%
Pf growth 96h	28%	2%	33%[activator]	5.9µM*	1%	?
LmPK inh	4%	-1%	-2%	1%	-8%	-2%
Sm TGR block	-15%	3%	4%	-18%	10%	0%

(37) COc1ccc(N(C(=O)/C=C/C(=O)Nc2cc(C)on2)C(C(=O)NC2CCCC2)c2ccccc2C)cc1 (centres undefined)
(38) CCOC(=O)/C=C/C(=O)OCC(=O)NCc1ccccc1
(39) Cc1ccc(S(=O)(=O)N(C)CC(=O)NC2CCCC2)cc1
(40) O=C(Nc1ccc(-c2nc3ccc(NC(=O)c4cccs4)cc3[nH]2)cc1)c1cccs1
(41) COc1ccc(CCN(C)C(=O)CCc2nnc(-c3ccccc3)o2)cc1OC
(42) O=C(COc1ccc(F)cc1Br)Nc1ccccc1N1CCOCC1

Screen / compound no.	37	38	39	40	41	42
HCV inhibitor	?	23%	-5%	?	3%	?
Pf growth 48h	9.3µM*	-26%	-27%	2.6µM*	0%	10µM*
TbPYK inhibitor	-1%	-2%	5%	-15%	-5%	-6%
Pf growth 96h	5%	?	-5%	.	-26%	?
LmPK inh	2%	-1%	-1%	-1%	-18%	.
Sm TGR block	-7%	25µM*	3%	-23%	-9%	-2%

(43) Cc1cc(C)cc(NC(=O)CCc2ccc(C)o2)c1
(44) C1CCN(c2c3c(nc4nnnn24)CCCC3)CC1
(45) CCCOc1ccc(C(C)=O)cc1CN1CCOCC1
(46) COCCCNC(=S)N/N=C/c1cccc(OC)c1O
(47) Cc1nc2cc(-c3ccccc3)ccc2o1
(48) O=C(c1ccc2c(c1)OCCO2)C1CCN(C(=O)Nc2ccc(F)cc2)CC1

Screen / compound no.	43	44	45	46	47	48
HCV inhibitor	-20%	-3%	13%	?	3%	-30%
Pf growth 48h	13%	5%	-4%	0.41µM*	.	-26%
TbPYK inhibitor	-7%	-12%	15%	-12%	-2%	-8%
Pf growth 96h	57%[activator]	10µM*	10%	?	18%	?
LmPK inh	2%	2%	-4%	-8%	14%	0%
Sm TGR block	-15%	-13%	-15%	?	8%[11.4 µM]	-2%

(49) Cc1ccc(C)c(NC(=S)NNC(=O)c2csc(C)c2C)c1
(50) O=C(Oc1ccc(Cl)c2cccnc12)c1cccc([N+](=O)[O-])c1
(51) CCc1c(C(=O)OCc2ccccc2)[nH]c(C)c1C
(52) CC(C)Nc1nc(SCC(=O)Nc2ccccc2)nc(N2CCOCC2)n1
(53) CN(C)S(=O)(=O)c1ccc(N2CCCC2)c(C(=O)NC(c2ccccc2)c2ccccc2)c1
(54) CCCCCCCSc1cc(OC)c(CCN(C)C)cc1OC

Screen / compound no.	49	50	51	52	53	54
HCV inhibitor	6%	10%	4%	?	?	?
Pf growth 48h	15%	?	116%[activator]	-25%	0.83µM*	?
TbPYK inhibitor	-7%	-5%	2%	-6%	0%	2%
Pf growth 96h	30%[activator]	38%[activator]	85%[activator]	33%	.	4.7µM*
LmPK inh	-6%	1%	2%	4%	0%	3%
Sm TGR block	-2%	-1%	1%	1%	-10%	6%

(55) CNC(=O)COc1ncnc2sccc12
(56) CCCCCCNc1nc(NCc2ccco2)nc(OCC)n1
(57) CC(=O)c1ccc(NC(=O)CSc2ccc(-c3ccc(-n4cccn4)cc3)nn2)cc1
(58) Cc1ccc(C(C(=O)Nc2ccc3c(c2)OCO3)N(C)C(=O)Cc2c[nH]c3ccccc23)cc1 (centres undefined)
(59) O=C(CSc1nnc(CNC(=O)c2ccc(F)cc2)o1)Nc1ccc2c(c1)OCCO2
(60) Cc1ccc(CNC(=O)C2CC3Cn4c(nc5cc(Cl)c(Cl)cc54)C3N2C)o1 (centres undefined)

Screen / compound no.	55	56	57	58	59	60
HCV inhibitor	11%	5%	-5%	-13%	12%	8%
Pf growth 48h	.	-10%	14%	?	?	-13%
TbPYK inhibitor	0%	-6%	3%	-4%	6%	-16%
Pf growth 96h	23%	.	45%[activator]	?	?	0%
LmPK inh	3%	8%	.	4%	-5%	3%
Sm TGR block	1%	2%	-1%	-15%	-25%	45µM*

Taken from above:
Value of compound 59 under HCV inhibitor: 12%
Value of compound 58 under HCV inhibitor: -13%
Value of compound 55 under Pf growth 96h: 23%

Carrying on.
(61) CCOC(=O)c1c(C)c(C(=O)N(C)C2CCCCC2)c(C)n1C
(62) CCOC(=O)C1CCN(C(c2cc(OC)c(OC)c(OC)c2)c2sc3nc(C)nn3c2O)CC1 (centres undefined)
(63) Cc1ccc2c(c1)NCC(C(=O)NC1CCCCC1)O2 (centres undefined)
(64) CCCn1c(=O)c(C(=O)Nc2ccccc2C)c(O)c2ccccc21
(65) O=C(NC1CCCCC1)c1sc(=S)n2c1[nH]c(=O)c1ccccc12

Screen / compound no.	61	62	63	64	65
HCV inhibitor	.	-1%	.	?	4%
Pf growth 48h	7%	?	17%	62%[activator]	0%
TbPYK inhibitor	2%	0%	-17%	-6%	-28%
Pf growth 96h	-17%	?	9%	4%	16%
LmPK inh	3%	0%	1%	46%	?
Sm TGR block	0%	14%	3%	45µM*	2%

Three compounds from above, limited to TbPYK inhibitor:
entry	Structure	TbPYK inhibitor
62	CCOC(=O)C1CCN(C(c2cc(OC)c(OC)c(OC)c2)c2sc3nc(C)nn3c2O)CC1 (centres undefined)	0%
63	Cc1ccc2c(c1)NCC(C(=O)NC1CCCCC1)O2 (centres undefined)	-17%
64	CCCn1c(=O)c(C(=O)Nc2ccccc2C)c(O)c2ccccc21	-6%

Profiles, quoted from the list. Screens in order: HCV inhibitor | Pf growth 48h | TbPYK inhibitor | Pf growth 96h | LmPK inh | Sm TGR block
`CCOC(=O)C1CCN(C(c2cc(OC)c(OC)c(OC)c2)c2sc3nc(C)nn3c2O)CC1` (centres undefined) in the list: -1% | ? | 0% | ? | 0% | 14%
`O=C(NC1CCCCC1)c1sc(=S)n2c1[nH]c(=O)c1ccccc12` in the list: 4% | 0% | -28% | 16% | ? | 2%
`CCCn1c(=O)c(C(=O)Nc2ccccc2C)c(O)c2ccccc21` in the list: ? | 62%[activator] | -6% | 4% | 46% | 45µM*
`CCOC(=O)c1c(C)c(C(=O)N(C)C2CCCCC2)c(C)n1C` in the list: . | 7% | 2% | -17% | 3% | 0%
